High-throughput results from PubChem.
UHRF1 binding = human UHRF1 methylated DNA binding inhibitors; Q96T88; UHRF1 binding to methylated oligo, TR-FRET; inhibition, % at 4.4 µM; 370,000 tested, 0.75% active; in the data active = inhibition above about 21%;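 also: UHRF1 SRA domain binding a hemimethylated CpG hairpin DNA probe; 0% = median of test compound wells and 100% = reference inhibitor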
TCR CD3 inh = blocks the human TCR-CD3 interaction. TAMRA-labeled TCR probe fluorescence, biochemical. 360,000 tested, 0.37% active. inhibition, % at 9.4 µM; in the data active = inhibition above about 19%;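 also: recombinant mutant TCR 2C K166C tagged with TAMRA read by polarization; 0% = receptor in buffer alone and 100% = receptor with positive control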
PG9 Ab binder = PG9 antibody binding by small molecule. inhibition, % at 6.7 µM. TR-FRET gp120-PG9 antibody binding. 360,000 tested, 0.43% active. AID 624416; in the data active = inhibition above about 8.5%
SIAE inh = inhibitors of human sialic acid acetylesterase SIAE. SIAE FP-Rh probe binding, fluorescence polarization. inhibition, % at 9.66 µM. 370,000 tested, 0.69% active;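 active = inhibition above a cutoff: mean of compounds within the control limits plus 3 SD of those, cut at about 17% in these data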;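 also: 0% = plate median of compound wells and 100% = probe without SIAE protein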
Target sequence (Q9HAT2 whole entry, looked up): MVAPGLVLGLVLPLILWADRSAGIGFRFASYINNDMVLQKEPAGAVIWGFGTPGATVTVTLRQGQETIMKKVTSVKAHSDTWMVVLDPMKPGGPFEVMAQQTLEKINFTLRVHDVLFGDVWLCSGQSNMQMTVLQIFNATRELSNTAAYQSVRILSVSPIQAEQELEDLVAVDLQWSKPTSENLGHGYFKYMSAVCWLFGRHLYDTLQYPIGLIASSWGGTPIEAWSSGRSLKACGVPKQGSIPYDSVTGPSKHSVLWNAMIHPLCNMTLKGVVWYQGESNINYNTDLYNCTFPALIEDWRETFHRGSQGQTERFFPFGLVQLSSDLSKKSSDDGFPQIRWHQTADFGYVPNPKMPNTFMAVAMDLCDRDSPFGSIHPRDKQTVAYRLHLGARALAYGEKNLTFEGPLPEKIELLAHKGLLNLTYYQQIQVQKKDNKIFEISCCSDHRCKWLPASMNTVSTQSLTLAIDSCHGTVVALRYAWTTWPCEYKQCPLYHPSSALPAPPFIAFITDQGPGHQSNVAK
PRMT1 inh = inhibitors of human PRMT1; Q99873; recombinant PRMT1, activity-based probe fluorescence polarization; inhibition, % at 2.79 µM; 370,000 tested, 1.3% active; AID 652257;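 active = inhibition above about 21% made by adding two undisclosed values, limit read from the data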
LEDGF integ inh = blocks HIV-1 LEDGF/p75-dependent DNA integration; 370,000 tested, 0.64% active; TR-FRET IN-LEDGF/p75 DNA integration, Eu/Cy5; inhibition, % at 3.7 µM;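 active = inhibition above the screen-wide mean plus 3 SD, cut at about 13% in these data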;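 also: signal is the Cy5 over europium emission ratio at 671 and 618 nm; 0% = plate median of compound wells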
HTRA1 inh = blocks human HTRA1 serine peptidase; Q92743; recombinant HTRA1, FP-rhodamine activity-based probe, fluorescence polarization; inhibition, % at 5.96 µM; AID 504803; 340,000 tested, 0.5% active; in the data active = inhibition above about 36%;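 also: 0% = enzyme with DMSO and 100% = wells lacking enzyme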
Target sequence (Q92743 whole entry, looked up): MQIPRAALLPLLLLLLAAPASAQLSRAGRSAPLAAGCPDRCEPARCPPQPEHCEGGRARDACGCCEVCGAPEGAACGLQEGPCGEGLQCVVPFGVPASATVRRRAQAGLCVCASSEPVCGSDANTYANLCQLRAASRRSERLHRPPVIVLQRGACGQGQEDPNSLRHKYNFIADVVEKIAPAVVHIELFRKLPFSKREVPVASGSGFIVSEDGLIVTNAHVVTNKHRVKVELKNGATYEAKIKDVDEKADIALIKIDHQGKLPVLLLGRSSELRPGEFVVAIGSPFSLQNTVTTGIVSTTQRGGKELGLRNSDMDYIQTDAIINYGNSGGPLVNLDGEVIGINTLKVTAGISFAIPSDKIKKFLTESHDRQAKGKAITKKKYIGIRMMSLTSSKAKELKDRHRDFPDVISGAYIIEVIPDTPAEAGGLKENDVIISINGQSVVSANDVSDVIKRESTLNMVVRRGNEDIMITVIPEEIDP
TDP2 inh = blocks human TDP2 phosphodiesterase activity. recombinant TDP2, T5PNP hydrolysis, p-nitrophenol absorbance 415 nm. 370,000 tested, 0.34% active. inhibition, % at 12.8 µM;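 active = inhibition above the mean of all tested compounds plus 3 SD, set per campaign, cut at about 25% in these data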;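 also: 0% = DMSO with enzyme and 100% = buffer with substrate but no TDP2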
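System – recombinant human TDP2 · Quantity – TDP2 enzyme at 120 nM final · Doses – single concentration, 12.8 µM nominal, with 1% DMSO · Incubation – 2 h at 37 °C · Measured by – epi absorbance of p-nitrophenol freed from T5PNP by hydrolysis · Read-out – % inhibition relative to enzyme-containing and enzyme-free wells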
Tn7 DDE FP = inhibitors of Tn7 peptide binding to human fibrin DD(E); FP displacement of FITC-Tn7 peptide from fibrin DD(E); 0% = median of compound wells per plate; AID 720508; P02675; 370,000 tested, 0.13% active; inhibition, % at 8.3 µM;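 active = inhibition above the mean of compounds falling within the control limits plus 3 SD of them, cut at about 14% in these data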;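 also: 0% = plate median of compound wells and 100% = 10 µM Aha-Tn7 peptide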
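assay system = human clot-derived fibrin DD(E) complex | quantity = Fibrin-DD(E) at 2 µM final | timing = 10 min preincubation, 3 h with tracer, room temperature | signal = fluorescence polarization | measure = percent inhibition | benchmarks = high control wells with 10 µM unlabelled Aha-Tn7 peptide (full inhibition) | replicates = singlicate testing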
ABHD4 inh = inhibits mouse alpha/beta hydrolase domain 4; Q8VD66; purified mABHD4, FP-Rh probe fluorescence polarization; inhibition, % at 8.92 µM; 370,000 tested, 0.54% active; AID 720543;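 active = inhibition exceeding the mean over every tested compound plus 3 SD, cut at about 30% in these data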;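 also: 0% = plate median of compound wells and 100% = S159A mutant with DMSO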
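Assay system: wild-type mouse ABHD4 protein; compound: single nominal dose of 8.92 µM, 0.89% DMSO final; schedule: 45 min + 60 min at 25 °C; measured by: FP readout, ex 525 nm / em 598 nm; evaluation: % inhibition of FP-Rh probe binding versus controls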
Starred values were filed as active, the others as inactive; / = no result given. Random draw from the library; 4.2% or so of the library scored in one or more.

SMILES	UHRF1 binding	TCR CD3 inh	PG9 Ab binder	SIAE inh	PRMT1 inh	LEDGF integ inh	HTRA1 inh	TDP2 inh	Tn7 DDE FP	ABHD4 inh
COc1ccc(NC(=O)c2cc(S(=O)(=O)N3CCCCC3)ccc2C)cc1S(=O)(=O)N1CCOCC1	-2	1	-1.4	-4	-3	5	-2	4	3	-2
CC(=O)NC(C)(c1ccccc1)c1nc(-c2ccncc2)cs1 (stereo not given)	-1	2	-0.1	-2	6	-1	/	6	-6	12
CC(C)(C)C(=O)NC(=S)Nc1ccccc1C(=O)Nc1ccccc1	-1	15	-0.3	-3	2	1	2	3	-8	-5
O=C(COC(=O)C1(c2ccccc2F)CCCC1)NCc1ccc2c(c1)OCO2	6	0	-0.1	-2	1	-3	-10	1	3	-4
COC(=O)[C@H](Cc1ccccc1)N(C)S(=O)(=O)c1cccc(S(=O)(=O)N(C)[C@@H](Cc2ccccc2)C(=O)OC)c1	-1	-1	-0.5	-1	2	0	-14	-4	-1	-11
CCc1c(C)nc2ncnn2c1NCCc1ccccc1	-1	11	1.2	4	-1	0	3	-1	-2	8
C[C@@H]1CCC[C@@]2(O[C@H](CCO)C[C@@H](O)[C@@H]2O)O1	-2	3	1.4	1	0	2	1	-3	-7	5
COc1ccc(NC(=S)N2CCC(N(C)CCN3CCOCC3)CC2)cc1Cl	-2	1	-0.5	-2	-2	-2	5	-14	7	8
Cc1ccc(NC(=O)c2csc(-c3ccccc3)c2C)cc1	2	-6	2.9	5	3	2	3	0	-2	-11
Cc1cccc(CNc2ncnc3ccc(-c4ccc5c(c4)OCO5)cc23)c1	-6	5	-1.7	-29	0	15*	-64	-4	-7	-29

Look-ups from the list:
Result for Cc1cccc(CNc2ncnc3ccc(-c4ccc5c(c4)OCO5)cc23)c1 in PRMT1 inh: 0
Result for C[C@@H]1CCC[C@@]2(O[C@H](CCO)C[C@@H](O)[C@@H]2O)O1 in TCR CD3 inh: 3

Next compounds follow:
SMILES	UHRF1 binding	TCR CD3 inh	PG9 Ab binder	SIAE inh	PRMT1 inh	LEDGF integ inh	HTRA1 inh	TDP2 inh	Tn7 DDE FP	ABHD4 inh
CCOC(=O)C1CCCN(C2=NC(=O)/C(=C/c3ccc(OC)cc3)S2)C1 (stereo not given)	-4	-6	-3.8	-5	-3	3	2	-9	-4	5
Cc1cccc(NS(=O)(=O)c2coc(C(N)=O)c2)c1C	1	-3	0.9	-1	-1	1	-2	5	-7	-5
Cc1ccc2sc(N(CCCN(C)C)C(=O)c3ccc(S(=O)(=O)N4CCCCCC4)cc3)nc2c1C	-5	2	0.5	2	-3	-3	-32	5	-2	8
CCOc1ccc(CCN2C(=O)C(=O)N([C@@H](Cc3ccccc3)CN3CCC[C@H]3CN3C(=O)C(=O)NC[C@@H]3Cc3ccccc3)C[C@@H]2CC(C)C)cc1	-4	2	-0.6	-5	0	0	/	-6	2	5
COc1ccc(N=C2C(=O)N3c4c(cccc42)C(C)=CC3(C)C)cc1	-17	8	-11	14	0	0	1	1	-7	5
OCCC1CN(CCCc2ccccc2)CCN1Cc1ccccc1 (stereo not given)	-1	5	-0.7	-3	-3	1	4	14	0	-5
COCCN1C(=O)N[C@@H](c2cccs2)C(C(=O)OC)=C1C	2	-3	0.2	11	-3	3	-4	-6	8	-2
C[C@H](CO)N1C[C@H](C)[C@@H](CN(C)C(=O)Nc2ccc(F)cc2)OCc2cn(nn2)CCCC1=O	-1	-1	-0.9	-1	3	-1	/	4	-5	3
O=C(Nc1nc2ccc(S(=O)(=O)N3CCCC3)cc2s1)C1CCCCC1	-1	3	-1.3	-4	12	0	-35	-10	-9	0
COCCCNC(=O)C[C@H]1C[C@@]2(C(=O)OC)C(=C[C@H](COCc3ccccc3)O[C@@H]2C)N(CCC2=CCCCC2)C1=O	-3	8	-0.1	-2	-7	-1	/	-4	-7	-1
CCN1CC(CN(C)Cc2nc(-c3ccc(C(F)(F)F)cc3)oc2C)CC1=O (stereo not given)	5	-8	-1.6	-2	4	-3	-3	-9	8	5
COc1ccc(N2CCN(CCCNC(=O)Cn3c(=O)c4cccn4c4ccccc43)CC2)cc1	-3	5	-1.9	-1	-9	2	5	-6	-5	4
CCN(CC)S(=O)(=O)c1ccc(Cl)c(NC(=O)COC(=O)C2CCCCC2)c1	-3	-3	2.2	-7	1	-4	-11	-5	0	10
Cc1ccccc1-c1nc(CN2CCC(C(=O)NC3CC3)CC2)c(C)o1	5	4	0.1	4	-4	2	-6	-2	-3	3
C[C@@H]1CCCCO[C@H](CN(C)C(=O)Nc2cccc3ccccc23)[C@@H](C)CN([C@H](C)CO)C(=O)c2cc(NC(=O)c3ccccc3)ccc2O1	0	-3	-0.8	-5	-4	1	-44	-1	-3	-11
O=C(Nc1cccc(S(=O)(=O)N2CCOCC2)c1)C1CCCC1	2	-1	-0.5	0	-1	2	8	-9	-5	-7
Cc1cc(C)n(CC(C)NC(=O)c2cc(COc3c(F)cccc3F)on2)n1 (stereo not given)	-1	4	-0.9	1	0	-1	3	14	-4	1
CC(=O)Nc1nc(S(=O)(=O)c2ccc(C)cc2)c(Cl)s1	-1	-7	-1.0	-6	0	1	6	-3	3	5
Cn1nnnc1SCC(=O)N1c2ccccc2CCc2ccccc21	4	-8	1.5	-7	3	3	0	-9	0	-9
Cc1ccc(Cn2c(N3CCN(C)CC3)nc3c2c(=O)[nH]c(=O)n3C)cc1	9	-5	-0.1	0	1	1	0	0	5	1
CC(=O)NNC(=O)CC(=O)Nc1nc(C23CC4CC(CC(C4)C2)C3)cs1	-2	2	-1.2	-4	-2	6	0	-4	-13	-2
O=C(CSCc1n[nH]c(=O)[nH]1)NCCOc1cccc(Oc2ccccc2)c1	4	-5	0.8	-10	4	0	7	-6	2	-6
C=C(C)Cn1c2ccc(NC(=O)CCc3cccc(Cl)c3)cc2c(=O)n1C	-1	12	-1.9	-5	-2	3	/	-4	-2	7
O=C(Nc1cccc(F)c1)NC1CCCCCCC1	-1	1	-0.3	-2	2	-1	-10	-6	-2	-12
CC1CCN(S(=O)(=O)c2ccc(S(=O)(=O)NCc3ccco3)cc2)CC1	4	-6	-0.4	2	-2	2	-3	-15	-3	1
CCS(=O)(=O)N1CCN(c2cccc(C)c2C)CC1	-2	2	1.8	-9	-1	1	2	4	1	-4
COC(=O)c1c(NC(C)=O)csc1C	2	2	-2.6	6	-4	4	/	-7	-11	-2
CCOC(=O)c1c(NC(C)=O)sc2c1CCN(Cc1ccccc1)C2	2	-8	-0.1	3	1	-2	0	-2	-6	10
CC1CN(CCS(=O)(=O)c2cc(Cl)ccc2Cl)CC(C)O1 (stereo not given)	1	10	-0.6	-1	0	-3	23	6	4	2
CN(C)S(=O)(=O)N1CCN(CC(=O)Nc2cc(Cl)ccc2Cl)CC1	0	-4	-0.2	-5	1	0	1	19	-3	5
COc1ccccc1NC(=O)COC(=O)c1ccccc1OCC(=O)Nc1ccc(SC(F)F)cc1	5	-6	0.0	-1	2	-1	-20	-10	-7	4
COc1ccc(S(=O)(=O)N(C)[C@H]2C[C@H]3c4cc(-c5ccccc5)ccc4CCN3C(=O)[C@H]2[C@H](C)O)cc1	-3	3	-0.2	-10	-2	1	-45	-7	1	-8
Cc1ccc(C(=O)Nc2ccc3ncccc3c2)cc1	-1	0	-0.1	-6	0	-6	-2	-6	9	-9
COc1cccc(C2C(C(=O)c3cc4ccccc4o3)=C(O)C(=O)N2c2cc(C)on2)c1 (stereo not given)	1	-6	20*	-2	5	-2	-9	6	4	-3
O=C(CCCCCn1c(=S)[nH]c2ccc(N3CCOCC3)cc2c1=O)NCCc1ccccc1	2	1	1.2	1	1	0	-4	0	-3	9
O=C(Nc1cccc(Cl)c1Cl)c1ccco1	1	4	0.6	-11	-4	4	-4	-17	-2	-14
Cc1ccc(Nc2c(O)nc[nH]c2=O)cc1	1	4	-2.7	3	-4	1	-2	1	-5	5
O=S(=O)(NC12CC3CC(CC(C3)C1)C2)c1ccc(F)cc1	0	-8	-0.6	5	3	6	-6	-2	4	-3
CC1CCCCN1C(=O)CSc1nnc(-c2ccco2)n1CC1CCCO1 (stereo not given)	1	1	0.4	12	-2	0	5	-5	8	-9
COCCn1c(N)c(N(Cc2ccccc2)C(=O)C2CCCCC2)c(=O)[nH]c1=O	0	9	-0.3	11	-1	-3	-8	5	1	1

Compound profiles, from the list above.
Record of Cc1ccc(NC(=O)c2csc(-c3ccccc3)c2C)cc1 : UHRF1 binding: 2; TCR CD3 inh: -6; PG9 Ab binder: 2.9; SIAE inh: 5; PRMT1 inh: 3; LEDGF integ inh: 2; HTRA1 inh: 3; TDP2 inh: 0; Tn7 DDE FP: -2; ABHD4 inh: -11
Record of CC(C)(C)C(=O)NC(=S)Nc1ccccc1C(=O)Nc1ccccc1 : UHRF1 binding: -1; TCR CD3 inh: 15; PG9 Ab binder: -0.3; SIAE inh: -3; PRMT1 inh: 2; LEDGF integ inh: 1; HTRA1 inh: 2; TDP2 inh: 3; Tn7 DDE FP: -8; ABHD4 inh: -5

(continued)
SMILES	UHRF1 binding	TCR CD3 inh	PG9 Ab binder	SIAE inh	PRMT1 inh	LEDGF integ inh	HTRA1 inh	TDP2 inh	Tn7 DDE FP	ABHD4 inh
CCCOc1ccc(CCc2n[nH]c(=S)n2-c2ccccc2)cc1	-6	10	1.9	4	8	0	2	-12	-6	-7
Nc1nc(=O)n(C2CCC(CO)O2)cc1F (stereo not given)	0	0	-0.6	-2	1	-3	/	6	-6	-1
CCCCN(C)C(=O)c1sc(=O)n(Cc2ccc(Cl)c(Cl)c2)c1C	-2	4	-3.0	3	1	2	/	3	-4	-4
Cc1ccnc(NS(=O)(=O)c2ccc(NC(=O)c3ccc(S(=O)(=O)N4CC(C)OC(C)C4)cc3)cc2)n1 (stereo not given)	1	5	-1.8	-4	-2	-1	1	-2	-8	4
Clc1ccc(CSc2ncn(-c3ccccc3)n2)cc1	3	0	2.3	1	0	-1	-19	1	0	0
Cc1ccc(CSc2nnc([C@@H]3CCCN3)o2)cc1	4	-6	2.4	-3	3	-2	4	2	-8	6
CCOC(=O)C1CCCN(C(=O)c2cc(S(=O)(=O)N3CCCCC3)c[nH]2)C1 (stereo not given)	2	4	2.9	3	2	1	0	-3	1	3
O=S1(=O)c2ccc(N3CCSCC3)cc2Oc2ccccc2CN1Cc1cn(Cc2ccccc2C(F)(F)F)nn1	-5	/	/	-4	-1	-1	/	-3	0	-4
CCN(CC)c1ccc2c(cc1=O)[C@@H](NC)CCc1cc(OC)c(OC)c(OC)c1-2	0	-8	0.5	-5	-8	-1	3	6	5	4
c1ccc(CSc2nnc([C@@H]3CCCN3)o2)cc1	6	-3	-1.6	-4	4	2	8	-12	-5	-1
COc1ccc(/C=N/NC(=O)CCc2c(C)n[nH]c2C)cc1O	4	6	-1.2	-2	0	-2	-3	-2	7	0
N#CC1=C(SCC(=O)Nc2nccs2)NC(=O)CC1c1ccccc1 (stereo not given)	-3	3	-1.0	5	1	-2	9	-2	-1	-10
Cn1c2ccccc2c(=O)c2c(=O)n(C3CCCCC3)c(-c3cccs3)nc21	8	-1	-2.8	1	-3	1	-12	-1	-4	-32
